Screens: PubChem BioAssay, Sanford-Burnham Center for Chemical Genomics
Jurkat NFkB inh: lowers PMA/ionomycin-induced NF-kB signal in Jurkat cells | PMA/ionomycin-induced NF-kB luciferase reporter, luminescence | inhibition, % at 4 µM | 330,000 tested, 0.53% active | AID 435003; in the data active = inhibition above about 50%
APJ antagonist: blocks the human apelin receptor APJ | CHO-K1 APJ beta-arrestin complementation, luminescence | inhibition, % at 20 µM | 330,000 tested, 0.32% active | AID 2521;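 active = inhibition above about 40% at 20 µM, limit read from the data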;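 also: cells challenged with 10 nM apelin-13 agonist together with compound; plate controls were apelin-13 plus DMSO wells for no effect and DMSO wells lacking apelin-13 for full effect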
Target sequence (P35414 whole entry, looked up): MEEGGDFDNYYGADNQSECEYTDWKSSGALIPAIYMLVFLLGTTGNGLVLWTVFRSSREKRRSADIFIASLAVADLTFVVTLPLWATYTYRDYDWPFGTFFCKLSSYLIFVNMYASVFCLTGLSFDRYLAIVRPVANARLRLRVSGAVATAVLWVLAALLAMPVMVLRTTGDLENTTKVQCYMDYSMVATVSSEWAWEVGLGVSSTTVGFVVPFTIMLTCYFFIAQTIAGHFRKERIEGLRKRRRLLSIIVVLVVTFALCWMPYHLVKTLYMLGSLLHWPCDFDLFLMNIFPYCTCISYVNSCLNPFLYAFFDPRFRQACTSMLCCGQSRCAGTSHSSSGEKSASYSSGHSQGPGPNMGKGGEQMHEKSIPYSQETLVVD
697 NFkB inh: lowers PMA/ionomycin-induced NF-kB signal in 697 B cells; inhibition, % at 4 µM; 330,000 tested, 0.33% active; 697 B-cell NF-kB luciferase reporter, 16 h; in the data active = inhibition above about 35%
tim23-1 inh: inhibits growth of tim23-1 mutant yeast; inhibition, % at 20 µM; 330,000 tested, 1.3% active; S. cerevisiae tim23-1 growth, BacTiter-Glo luminescence, 24 h;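 active = growth inhibition of the mutant yeast at or above 50%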;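 also: temperature-sensitive mutant grown at 25 °C; plate controls were DMSO-treated mutant yeast for no effect and medium wells lacking yeast for full effect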
XBP1 UPR activ: adaptive UPR (XBP1) activation | 330,000 tested, 0.33% active | CHO-XBP1 luciferase reporter, IRE1-XBP1 UPR activation, luminescence; percent of tunicamycin response, DMSO as zero | AID 463104 | activation, % at 20 µM;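 active = versus positive control, 20 µM dose yields 30% or more activation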;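 also: 100% = tunicamycin at 10 µg/mL and 0% = DMSO only wells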
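Material: CHO cell line with stable XBP1 luciferase reporter; schedule: 16-18 h cell attachment at 37 °C, then 6 h compound exposure; signal: glow luminescence from Steady-Glo reagent; medium: serum-containing F12 medium, 10% FBS; benchmarks: tunicamycin 10 µg/mL and vehicle-only wells; read-out: percent activation relative to tunicamycin reference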
Mdm2 MdmX PPI: human Mdm2/MdmX binding inhibition; AID 485346; SaOS-2 split-luciferase Mdm2/MdmX complementation, luminescence; O15151+Q00987; inhibition, % at 8 µM; 330,000 tested, 3% active;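 active = inhibition of at least 50% at 8 µM in the primary screen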
APJ ag: activates the human apelin receptor APJ; P35414; CHO-K1 APJ PathHunter beta-arrestin, luminescence; 0% DMSO wells, 100% apelin; activation, % at 20 µM; 330,000 tested, 0.11% active; AID 2520;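 active = activation more than six SD over the plate average, tested at 20 µM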;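 also: 0% = DMSO alone and 100% = apelin-13 at 10 nM; some results filed as inactive read as strong as hits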
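Incubation: overnight seeding, 90 min compound at 25 °C, 1 h detection; test system: PathHunter CHO-K1 APJ (AGTRL-1) beta-arrestin reporter cells; amount: 1000 cells/well; doses: one dose, 20 µM compound, 1% DMSO; measured by: beta-gal luminescence; measure: agonist-driven arrestin binding to APJ; benchmarks: negative DMSO alone, positive Apelin-13 at 10 nM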
CHOP UPR activ: apoptotic UPR (CHOP) activation; CHO-CHOP luciferase reporter, luminescence; percent of tunicamycin response over DMSO baseline; activation, % at 10 µM; 330,000 tested, 0.34% active;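 active = at 10 µM dose, activation of 40% or more, normalized to positive control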;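 also: 100% = tunicamycin at 10 µg/mL and 0% = DMSO alone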
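System: CHO-CHOP luciferase reporter cell line; amount: 500 cells/well; buffer or medium: F12 medium containing 10% fetal bovine serum; incubation: 6 h compound exposure at 37 °C after overnight seeding; measured by: luciferase luminescence after 10 min with Steady-Glo reagent; evaluation: % reporter activation, DMSO baseline versus tunicamycin full activation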
Numbers without * were called inactive.

Below each compound: Jurkat NFkB inh, APJ antagonist, 697 NFkB inh, tim23-1 inh, XBP1 UPR activ, Mdm2 MdmX PPI, APJ ag, CHOP UPR activ
> O=C(Nn1c(C2CCC2)nc2ccccc2c1=O)c1cccs1
→ -1, 22, 7, 27, -2, -3, -1, 0.2
> O=C(CSCc1cccc(Cl)c1)N/N=C/c1ccc(OCC(=O)N2CCCCC2)cc1
→ 12, -3, -2, 2, -2, 7, -3, 1.5
> COc1ccc(C(CNc2ccc(S(=O)(=O)N3CCN(C)CC3)cc2[N+](=O)[O-])N(C)C)cc1 (stereo not drawn)
→ -9, -4, 12, -7, -4, 20, -3, 2.0
> COc1ccc2c(c1OC)C(=O)N1C2SC(C)(C)[C@H]1C(=O)NC1CCCC1 (stereo partly drawn)
→ 8, 8, 13, 9, -1, 15, -4, 0.5
> O=C(c1ccco1)N(Cc1cccc(F)c1)C1CCS(=O)(=O)C1 (stereo not drawn)
→ 2, 5, 8, 4, -4, 34, -3, 2.0
> COc1ccc(N(CC(=O)O)S(=O)(=O)c2c(C)n[nH]c2C)cc1
→ 4, -9, 2, -8, 0, 19, -1, -0.5
> O=C(CCSc1nc2ccccc2o1)N1CCOCC1
→ -11, 8, 5, -2, 0, 16, -1, -1.1
> Cc1ccc(Nc2nc(CSc3nnc(-c4ccc(F)cc4)n3C)cs2)cc1
→ -4, -1, 0, 40, -1, -32, -1, 3.2
> Cn1c(=O)[nH]c(=O)c2c1nc(NCCCO)n2CCOc1ccccc1
→ 1, -5, 32, 8, -2, -22, -2, 1.2
> COc1cc(NC(=O)CN2CCN(c3ccccc3O)CC2)c(C)cc1[N+](=O)[O-]
→ -4, 0, 4, 14, -2, 22, -2, -1.4
> Cc1c(C(c2ccc([N+](=O)[O-])cc2)c2c(C)n(C)n(-c3ccccc3)c2=O)c(=O)n(-c2ccccc2)n1C
→ 15, 5, 6, 14, -9, 16, -1, 0.7
> CCOC(=O)C1CCCN(C(=O)c2cnn3c(C(F)F)cc(-c4ccc(C)cc4)nc23)C1 (stereo not drawn)
→ 19, 11, -4, 34, -2, 26, 0, 0.6
> CC1CCN(c2ccc([N+](=O)[O-])cn2)CC1
→ -35, 4, -16, 24, 1, -6, -1, 5.3
> CCOc1ccc(NS(=O)(=O)c2ccc(-c3coc(C)n3)cc2)cc1
→ 11, 14, -13, 9, -4, 20, -1, 0.4
> C=CCN(C(=O)c1csnn1)C(C(=O)NC1CCCC1)c1ccc(OC)cc1 (stereo not drawn)
→ 13, -4, 13, 10, -5, 18, 1, 0.4
> Cc1ccc(Cl)cc1OCC(=O)NCCOC(=O)Nc1sc(=S)n(C)c1C
→ 9, -3, 10, 5, -2, 2, -4, 0.6
> CCOC(=O)c1c(NC(=O)CSc2nnc(C)s2)sc2c1CCN(C)C2
→ -2, 12, 2, 13, -1, 26, -5, -0.4
> CCC(C)[C@H](NC(=O)NCCC1=CCCCC1)C(=O)OC (stereo partly drawn)
→ -5, 16, 19, 7, 0, 17, -3, 0.5
> CCCCN(CC)Cc1c(C)[nH]c2ccccc2c1=O
→ 10, 11, 17, 9, -1, 19, 7, -1.0
> O=C(COc1coc(CN2CCc3ccccc32)cc1=O)Nc1cccc(F)c1
→ 12, 16, 23, 9, -1, -2, -7, 1.9
> O=C(C1CCN(C2CC(=O)N(c3ccc(F)cc3)C2=O)CC1)N1CCOCC1 (stereo not drawn)
→ 4, -3, -18, 21, 7, 9, 1, 3.0
> CC(C)(C)OC(=O)N1CCC(NC(=O)c2[nH]cnc2C(=O)Nc2cccc(Cl)c2)CC1
→ 10, 0, 3, -7, -3, 8, -4, -2.1
> Cc1nn(-c2ccccc2)c(N2CCCC2)c1/C=N/NC(=S)Nc1cc(C(F)(F)F)ccc1Cl
→ 3, 5, -52, 14, 1, 26, -4, 3.3
> C=CCSc1ncc(C#N)c(N)n1
→ -10, -5, -8, 5, -1, 12, -3, -2.8
> O=C(c1ccoc1)N1CCCC(N2CCN(c3cccc(Cl)c3)CC2)C1 (stereo not drawn)
→ 4, -7, 1, 2, -4, 19, 9, 4.0
> CCOC(=O)CNC(=O)CN1C(=O)CC(c2ccccc2)S(=O)(=O)c2ccccc21 (stereo not drawn)
→ -5, 3, 3, -1, 2, 11, -4, 1.5
> COc1cc(C(=O)NCc2nnc(SCC(=O)Nc3nc4ccc(C)cc4s3)o2)cc(OC)c1OC
→ -10, -5, -29, -15, -2, 53*, 0, 2.4
> O=C(COC(=O)c1cc(Br)ccc1O)NNC(=O)c1ccc([N+](=O)[O-])cc1
→ 8, -22, 8, -15, -6, 18, 0, -2.0
> CCc1ccc(NC(=O)COc2coc(CN3CCN(c4ccccc4)CC3)cc2=O)cc1
→ 16, -5, 2, 2, 1, 25, 2, 1.8
> COc1ccc(CCNC(=O)CCCn2c(=O)c3cccn3c3cccnc32)c(OC)c1OC
→ -10, -18, -53, 12, 2, -16, 2, -1.3
> CC(=O)c1c(O)cc(=O)n(-c2ccccc2)c1-c1ccc(Cl)cc1
→ -1, 3, -12, -3, 0, -5, -2, 0.2
> C[C@H](NC(=O)[C@@H]1CSC2c3ccccc3C(=O)N21)C(=O)NCCc1ccccc1 (stereo partly drawn)
→ -11, -15, -31, 20, 1, -13, 1, 4.5
> O=S(=O)(Cc1c(F)cccc1Cl)c1ncn[nH]1
→ 2, -2, 8, -1, -8, 4, -3, -1.1
> Cc1snc(SCc2c(F)cccc2Cl)c1C#N
→ -6, -6, 18, 19, 7, -4, 0, -0.7
> NC(=O)/C(=C\c1ccco1)NC(=O)c1ccc(Br)o1
→ -10, 4, 20, 17, -3, 12, -3, 0.7
> O=C(CCc1nc2ccccc2[nH]1)Nc1ccc(F)cc1
→ 0, -4, 19, 11, 0, -2, 0, -1.2
> CCN(CC)CCCNc1nc(N)c([N+](=O)[O-])c(NCCO)n1
→ -1, -11, -3, 7, 0, 0, -1, -1.5
> Cc1ccc(C)c(/C=N/Nc2nc3ccccc3c(=O)n2O)c1
→ -22, 23, 3, 7, 3, 12, -3, 3.9
> COCCN1C=C(C(=O)OC)C(c2ccc(OC)c(OC)c2)C(C(=O)OC)=C1
→ -3, 11, 19, -10, -1, 7, -5, -1.3
> CC(OC(=O)C1=COCCO1)C(=O)NC(C)c1ccc(Cl)cc1Cl (stereo not drawn)
→ 9, 2, -11, 8, -2, -9, -6, 0.9
> CC1(C(=O)N(CC(=O)NC2CCCC2)Cc2ccccc2)CC(=O)N=C2C=CC=CN21 (stereo not drawn)
→ -21, -16, 1, 5, 1, 4, 0, -0.7
> Cc1ccc(S(=O)(=O)NCC(=O)OCc2nnc(-c3ccccc3)o2)cc1
→ 2, 6, 16, 6, -1, 25, -2, 1.4
> CCN(CC)C(=O)c1ccc(C)c(Br)c1
→ -3, 25, -13, -16, -1, 8, -6, -0.7
> COc1ccc(OC)c(S(=O)(=O)Nc2cccc(-c3ccc4nncn4n3)c2)c1
→ -24, -12, -18, 7, 1, 30, -3, 1.3
> CC(Nc1ccc(Br)cc1)C(=O)Nc1cccc(S(=O)(=O)N2CCOCC2)c1 (stereo not drawn)
→ -11, 12, 5, 7, -3, 32, -3, -0.5
> NS(=O)(=O)c1ccc(CCNC(=O)C2CC(=O)N(Cc3ccccc3Cl)C2)cc1 (stereo not drawn)
→ -6, -7, 14, 14, -2, -11, -1, 0.1
> CCOc1cc(C2C(C#N)=C(N)Oc3n[nH]c(-c4ccncc4)c32)cc([N+](=O)[O-])c1O (stereo not drawn)
→ -22, 39, -6, -13, -2, -4, -6, -0.7
> Cc1cccc(NC(=O)CSc2nc3ccccc3nc2N2CCCC2)c1
→ -5, 7, -97, 26, -2, 85*, -4, 2.4
> Cc1cccc(CSc2nc3c(c(-c4cccs4)c2C#N)CN(C)CC3)c1
→ -7, 3, 23, 23, -2, 22, 0, 0.8
> Cc1cccc(CSc2nc3c(c(=O)[nH]2)CCC3)c1
→ 4, -7, 2, 17, -2, -33, 2, 0.2
> O=C(CCC(=O)N1CCOc2ccccc21)Nc1cc(F)ccc1F
→ -5, -5, -19, 9, 0, -38, -3, 0.6
> O=C1NCC2=C1C(c1ccc(Br)cc1)Nc1ccccc1N2 (stereo not drawn)
→ -65, 0, -50, 32, 4, 2, 1, 0.3
> COc1ccc(C2=NOC(C)(c3nnc(Cc4ccccc4)o3)C2)cc1 (stereo not drawn)
→ 1, -6, 23, 13, -2, -15, 3, 1.0
> Cc1ccc(S(=O)(=O)NCCC(=O)NCCc2ccc(S(N)(=O)=O)cc2)cc1C
→ 2, 0, 4, 1, -2, 3, -2, 0.2
> CCN(CC(=O)Nc1c(F)cccc1F)C(=O)CSC(=S)N1CCCC1
→ 7, 9, 1, -2, -3, 1, 1, 1.0
> O=C(c1cc(C2CC2)on1)N1CCN(c2ccccc2)CC1
→ 14, 9, 0, 20, 3, 13, 1, 0.9
> Cc1ccc(CN2CCN(/N=C/c3ccc(C(=O)O)cc3)CC2)c(C)c1
→ -1, 12, 9, 4, 2, 1, -1, -1.6
> CCOC(=O)NN1C(=O)c2ccccc2NC1c1ccc(N(C)C)cc1 (stereo not drawn)
→ -3, 4, -5, 5, 0, -2, 2, 2.7
> Cc1ccccc1N=C/C=C1\N(C)c2ccccc2C1(C)C
→ -7, -2, 4, 10, -2, 31, -6, -1.5
> Cn1c(=O)[nH]c(=O)c2c1nc(CN(Cc1ccccc1)Cc1ccccc1)n2CCN1CCOCC1
→ -17, 10, 9, 21, 2, 11, 0, 0.3
> O=C(Oc1cc(=O)oc2ccccc12)c1cccnc1Cl
→ -5, 11, -2, 6, 5, -20, -1, 0.1

Copied from the list.
Cn1c(=O)[nH]c(=O)c2c1nc(CN(Cc1ccccc1)Cc1ccccc1)n2CCN1CCOCC1 in Jurkat NFkB inh is entered as -17
Cc1cccc(NC(=O)CSc2nc3ccccc3nc2N2CCCC2)c1 in Mdm2 MdmX PPI is entered as 85*
Cc1ccc(S(=O)(=O)NCC(=O)OCc2nnc(-c3ccccc3)o2)cc1 in Jurkat NFkB inh is entered as 2
CCOC(=O)NN1C(=O)c2ccccc2NC1c1ccc(N(C)C)cc1 (stereo not drawn) in APJ antagonist is entered as 4
Cc1ccc(C)c(/C=N/Nc2nc3ccccc3c(=O)n2O)c1 in Jurkat NFkB inh is entered as -22
NS(=O)(=O)c1ccc(CCNC(=O)C2CC(=O)N(Cc3ccccc3Cl)C2)cc1 (stereo not drawn) in APJ ag is entered as -1

Quoted at random: 4 entries already listed, in no set order.
Below each compound: Jurkat NFkB inh, APJ antagonist, 697 NFkB inh, tim23-1 inh, XBP1 UPR activ, Mdm2 MdmX PPI, APJ ag, CHOP UPR activ
> C=CCN(C(=O)c1csnn1)C(C(=O)NC1CCCC1)c1ccc(OC)cc1 (stereo not drawn)
→ 13, -4, 13, 10, -5, 18, 1, 0.4
> Cc1ccc(C)c(/C=N/Nc2nc3ccccc3c(=O)n2O)c1
→ -22, 23, 3, 7, 3, 12, -3, 3.9
> CCN(CC)C(=O)c1ccc(C)c(Br)c1
→ -3, 25, -13, -16, -1, 8, -6, -0.7
> NS(=O)(=O)c1ccc(CCNC(=O)C2CC(=O)N(Cc3ccccc3Cl)C2)cc1 (stereo not drawn)
→ -6, -7, 14, 14, -2, -11, -1, 0.1
